High-throughput results as filed in PubChem BioAssay.
Rpn11 block: Rpn11 (PSMD14) deubiquitinase inhibitors, primary screen, biochemical, fluorescence polarization, uHTS; hit rate 0.59% among 360,000; calls only at 20 µM; human 26S proteasome, Ub4-pepOG fluorescence polarization; 20S core pre-blocked with epoxomicin; 26S proteasome non-ATPase regulatory subunit 14 (Homo sapiens), O00487;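 active means inhibition at 20 µM, scaled to each plate's controls, above about 33%, limit read from the data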
SUMO1-SIM PPI: modulators of SUMO1 protein-protein interactions, primary screen, biochemical, uHTS. SUMO1 binding to a labelled peptide, TR-FRET, 1 h. hit rate 0.33% among 360,000. AID 602429, 2012. inhibition, % at 20 µM. Small ubiquitin-related modifier 1 (Homo sapiens), P63165; in the data active means inhibition above about 37%
NadD inh: inhibitors of S. aureus NadD, primary screen, biochemical, colorimetric, uHTS. hit rate 0.78% among 360,000. inhibition, % at 20 µM. purified NadD enzyme, colorimetric absorbance read-out; in the data active means inhibition above about 26%; further: some compounds past the cut are filed as inactive
CendR NRP1 mod: modulators of CendR peptide binding to NRP-1, primary screen, biochemical, fluorescence polarization, uHTS; Neuropilin-1 (Homo sapiens), O14786; FAM-RPARPAR peptide binding to NRP-1; inhibition, % at 25 µM; hit rate 0.85% among 360,000;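 active means inhibition or corrected inhibition above about 18%, plus a signal ratio from 0.5 to 1.5, limit read from the data, passing the limit was not always enough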; further: strong numbers were not always called active
Target sequence (O14786 whole entry, looked up): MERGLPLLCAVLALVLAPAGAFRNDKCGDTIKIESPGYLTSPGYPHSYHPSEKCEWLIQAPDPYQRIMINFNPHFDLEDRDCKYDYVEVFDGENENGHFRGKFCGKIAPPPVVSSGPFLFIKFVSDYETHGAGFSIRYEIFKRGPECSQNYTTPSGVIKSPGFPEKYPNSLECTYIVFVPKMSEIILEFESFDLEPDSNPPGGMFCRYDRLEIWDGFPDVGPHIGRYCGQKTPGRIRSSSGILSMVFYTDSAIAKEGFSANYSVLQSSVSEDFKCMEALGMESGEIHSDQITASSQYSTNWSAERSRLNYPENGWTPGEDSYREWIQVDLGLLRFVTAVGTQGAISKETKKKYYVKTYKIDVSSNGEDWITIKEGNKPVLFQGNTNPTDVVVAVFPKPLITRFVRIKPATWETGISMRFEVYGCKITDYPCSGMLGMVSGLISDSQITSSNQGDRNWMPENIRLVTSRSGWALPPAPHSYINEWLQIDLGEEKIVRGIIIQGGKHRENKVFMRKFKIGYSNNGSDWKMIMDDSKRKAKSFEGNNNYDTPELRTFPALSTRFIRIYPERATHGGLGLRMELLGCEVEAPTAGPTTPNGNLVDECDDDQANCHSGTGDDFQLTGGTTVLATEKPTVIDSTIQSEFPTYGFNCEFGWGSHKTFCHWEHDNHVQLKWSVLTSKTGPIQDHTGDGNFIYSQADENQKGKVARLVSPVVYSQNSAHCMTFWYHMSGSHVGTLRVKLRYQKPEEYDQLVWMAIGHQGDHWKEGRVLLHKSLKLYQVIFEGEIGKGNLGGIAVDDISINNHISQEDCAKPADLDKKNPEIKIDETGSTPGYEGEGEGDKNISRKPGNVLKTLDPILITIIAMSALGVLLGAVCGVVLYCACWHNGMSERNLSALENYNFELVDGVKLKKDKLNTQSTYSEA
STEP block: STEP phosphatase inhibitors, primary screen, biochemical, fluorescence intensity, uHTS | Tyrosine-protein phosphatase non-receptor type 5 (Homo sapiens), P54829 | recombinant STEP, OMFP fluorogenic substrate | inhibition, % at 20 µM | hit rate 0.25% among 360,000 | AID 588621, 2011;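 active means inhibition at 20 µM, scaled per plate between control wells, above about 37%, limit read from the data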;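 further: 0% = DMSO with enzyme and substrate and 100% = substrate only without enzyme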
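System: STEP phosphatase, cell-free reaction; Buffer or medium: Bis-Tris pH 6.0 buffer with DTT, detergent; Incubation: 20 min at room temperature, dark; Measured by: fluorescence, 480/540 nm.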
SKN-1 block: suppressors of acrylamide-induced Pgst-4::GFP reporter in worms, primary screen, SKN-1 inhibitor project, whole organism, uHTS, GFP/RFP fluorescence ratio, strain VP596. inhibition, % at 21.8 µM. AID 624304, 2012. hit rate 0.49% among 360,000. C. elegans VP596 Pgst-4::GFP/RFP ratio, 24 h;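 active means interference check ratio from 0.5 to 1.5 plus GFP to RFP signal ratio inhibition reaching or exceeding a fixed threshold, cut at about 30% in these data, passing the limit was not always enough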; further: some compounds called inactive have numbers as strong as hits
LMPTP inh: LMPTP phosphatase inhibitors, primary screen, biochemical, fluorescence intensity, uHTS. Low molecular weight phosphotyrosine protein phosphatase (Homo sapiens), P24666. recombinant LMPTP-A, OMFP fluorogenic substrate. inhibition, % at 20 µM. hit rate 0.22% among 360,000;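 active means compounds that cut the enzyme signal by at least half of the control window in the single-dose screen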;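 further: plate controls were DMSO wells with enzyme plus substrate for no effect and substrate without enzyme for full effect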
Target sequence (P24666 whole entry, looked up): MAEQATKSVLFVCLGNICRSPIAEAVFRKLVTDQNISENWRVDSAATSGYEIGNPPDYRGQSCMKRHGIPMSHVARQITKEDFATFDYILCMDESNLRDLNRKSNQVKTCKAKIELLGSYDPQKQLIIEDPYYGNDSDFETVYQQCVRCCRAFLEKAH
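Assay system: LMPTP-A phosphatase enzyme | Input: 0.625 nM enzyme | Also added: Fluorogenic phosphatase substrate OMFP at 400 µM final | Compound dosing: One test concentration per compound, 20 µM, with 3% DMSO overall | Schedule: 50 min enzyme reaction at room temperature, protected from light | Signal: Fluorescence intensity | Benchmarks: no-enzyme and uninhibited controls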
DNMT1 block: human DNMT1 methyltransferase inhibitors, primary screen, biochemical, molecular beacon, fluorescence, HinP1I cleavage, uHTS | DNA (cytosine-5)-methyltransferase 1 (Homo sapiens), P26358 | inhibition (reported as % activation of signal), % at 10 µM | hit rate 0.83% among 360,000 | AID 588458, 2011; in the data active means inhibition above about 50%
Scp-1 inhibitor: Scp-1 phosphatase inhibitors, primary screen, biochemical, colorimetric, uHTS. Recombinant Scp1, phosphopeptide, malachite green phosphate absorbance. inhibition, % at 20 µM. hit rate 0.88% among 340,000. AID 493091, 2011;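 active means inhibition above about 50% at 20 µM, limit read from the data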;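 further: plate controls were DMSO wells with enzyme for no effect and wells lacking enzyme for full effect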
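Material – SCP-1 phosphatase catalytic domain, residues 76-261 · Buffer or medium – Acidic Tris acetate buffer with magnesium and detergent · Also added – Phospho 17-mer peptide substrate · Compound – single 20 µM dose, 1% DMSO · Times – 45 min room-temperature reaction, 5 min colour, 30 min stabiliser · Technique – Phosphate-binding colour reagent, absorbance read at 630 nm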
MT1-MMP act inh: blockers of MT1-MMP proenzyme processing, primary screen, HT1080 RFP-PRO-GFP cells, GFP/RFP fluorescence | GFP/RFP ratio change, % at 20 µM | GFP/RFP ratio fluorescence, overnight; percent of plate control window, DMSO zero | AID 651647, 2012 | Matrix metalloproteinase-14 (Homo sapiens), P50281 | hit rate 0.061% among 360,000;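 active means GFP/RFP ratio change of at least 30% with cell ATP level not reduced by more than half and red fluorescence within 50% of control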; further: strong numbers were not always called active
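Test system: HT1080 cells expressing an RFP-PRO-GFP fluorescent reporter construct / Compound dosing: single-point 20 µM compound, 1% DMSO / Schedule: cells overnight before dosing, compound overnight, 37 °C, 5% CO2 / Evaluation: GFP/RFP fluorescence ratio / Control set: DMSO and RFP-L50D-GFP cell wells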
* marks the source's active call; other numbers are inactive results.

How did C=CCn1c(=O)c2ccc(C(=O)NCc3ccccc3)cc2n(Cc2ccc(C)cc2)c1=O do in these assays?
Rpn11 block: inactive; SUMO1-SIM PPI: -7; NadD inh: -1; CendR NRP1 mod: 0; STEP block: -2; SKN-1 block: -7; LMPTP inh: -0.8; DNMT1 block: 21; Scp-1 inhibitor: -10; MT1-MMP act inh: 0

What do the screens show for `CC(=O)N(/N=C1/C(=O)Nc2ccccc21)c1ccccc1`?
Rpn11 block: inactive; SUMO1-SIM PPI: -16; NadD inh: -9; CendR NRP1 mod: 141; STEP block: 1; SKN-1 block: 14; LMPTP inh: 1.0; DNMT1 block: -1; Scp-1 inhibitor: -6; MT1-MMP act inh: -6

How did COC(=O)N/N=C/c1ccccc1OCCOc1ccc(OC)cc1 do in these assays?
Rpn11 block: inactive; SUMO1-SIM PPI: 1; NadD inh: -12; CendR NRP1 mod: 3; STEP block: -3; SKN-1 block: 23; LMPTP inh: 1.0; DNMT1 block: -2; Scp-1 inhibitor: -1; MT1-MMP act inh: 5

Results for CCn1c(N2CCN(CC(=O)c3c(C)n(C)c4ccc(OC)cc34)CC2)nc2c1c(=O)[nH]c(=O)n2C ?
Rpn11 block: inactive; SUMO1-SIM PPI: 5; NadD inh: -2; CendR NRP1 mod: 5; STEP block: 1; SKN-1 block: 16; LMPTP inh: -1.4; DNMT1 block: 2; Scp-1 inhibitor: -2; MT1-MMP act inh: -1

How did Cc1ccc(NC(=O)c2ccc(S(=O)(=O)NCC3CCCO3)cc2)cc1C (configuration not stated) do in these assays?
Rpn11 block: inactive; SUMO1-SIM PPI: 1; NadD inh: -4; CendR NRP1 mod: 1; STEP block: 0; SKN-1 block: 7; LMPTP inh: -1.6; DNMT1 block: 1; Scp-1 inhibitor: 2; MT1-MMP act inh: 1

How did O=[N+]([O-])c1ccc(N2CCOCC2)cc1 do in these assays?
Rpn11 block: inactive; SUMO1-SIM PPI: -41; NadD inh: 0; CendR NRP1 mod: 11; STEP block: 0; SKN-1 block: 6; LMPTP inh: -1.2; DNMT1 block: -1; Scp-1 inhibitor: -3; MT1-MMP act inh: 3

What do the screens show for `O=C(O)CN1C(=O)C2C3CCC(C3)C2C1=O` (configuration not stated)?
Rpn11 block: inactive; SUMO1-SIM PPI: 3; NadD inh: 0; CendR NRP1 mod: -5; STEP block: 1; SKN-1 block: -1; LMPTP inh: -1.4; DNMT1 block: -2; MT1-MMP act inh: 3

What do the screens show for `COc1ccc2[nH]c(=O)c(CN(CCc3cccc(C)c3)C(C)=O)cc2c1`?
Rpn11 block: inactive; SUMO1-SIM PPI: 1; NadD inh: -2; CendR NRP1 mod: 0; STEP block: -2; SKN-1 block: -16; LMPTP inh: -0.6; DNMT1 block: 3; Scp-1 inhibitor: 3; MT1-MMP act inh: 1

What do the screens show for `COc1ccc(NC(=O)[C@@H]2[C@@H]3C(=O)N(C4CCCCC4)C(=O)[C@@H]3C3c4ccccc4C=CN32)cc1` (some centres not stated)?
Rpn11 block: inactive; SUMO1-SIM PPI: -7; NadD inh: 10; CendR NRP1 mod: -45; STEP block: 3; SKN-1 block: 4; LMPTP inh: -2.8; DNMT1 block: -19; Scp-1 inhibitor: 3; MT1-MMP act inh: -4

How did COC(=O)C1=C(CSc2nc3c(cc2C#N)CN(C)CC3)OC(N)=C(C#N)C1c1ccc(F)cc1 (configuration not stated) do in these assays?
Rpn11 block: inactive; SUMO1-SIM PPI: -3; NadD inh: 21; CendR NRP1 mod: -43; STEP block: -2; SKN-1 block: 22; LMPTP inh: 3.1; DNMT1 block: -13; Scp-1 inhibitor: -6; MT1-MMP act inh: -56

Results for Nc1c(C(=O)O)cnc2c(-c3ccc(Cl)cc3)cnn12 ?
Rpn11 block: inactive; SUMO1-SIM PPI: 19; NadD inh: 0; CendR NRP1 mod: 7; STEP block: 2; SKN-1 block: 5; LMPTP inh: 0.7; DNMT1 block: -3; Scp-1 inhibitor: 7; MT1-MMP act inh: -14

How did Cc1ccc(N2CC(C(=O)N3CCC(c4nc5ccccc5[nH]4)CC3)CC2=O)cc1C (configuration not stated) do in these assays?
Rpn11 block: inactive; SUMO1-SIM PPI: 3; NadD inh: 3; CendR NRP1 mod: -2; STEP block: -2; SKN-1 block: 22; LMPTP inh: 0.2; DNMT1 block: -3; Scp-1 inhibitor: -4; MT1-MMP act inh: 5

Results for CCc1c(C)c2ccc(O)c(CN3CCCC3)c2oc1=O ?
Rpn11 block: inactive; SUMO1-SIM PPI: 7; NadD inh: -2; CendR NRP1 mod: 1; STEP block: -3; SKN-1 block: -4; LMPTP inh: 2.4; DNMT1 block: 2; Scp-1 inhibitor: 0

How did CC(C)(C)OC(=O)N(CCc1ccccc1)Cc1cccc(OCc2cccc(NC(=O)C3CCC3)c2)c1 do in these assays?
Rpn11 block: inactive; SUMO1-SIM PPI: 3; NadD inh: -4; CendR NRP1 mod: 4; STEP block: 3; SKN-1 block: 1; LMPTP inh: 4.6; DNMT1 block: 4; Scp-1 inhibitor: -12; MT1-MMP act inh: -13

What do the screens show for `COc1ccc(CN2CCN(CCCCOc3ccc(Cl)cc3)CC2)c(OC)c1OC`?
Rpn11 block: inactive; SUMO1-SIM PPI: 1; NadD inh: -2; CendR NRP1 mod: -1; STEP block: 0; SKN-1 block: 12; LMPTP inh: -0.7; DNMT1 block: -2; Scp-1 inhibitor: 1; MT1-MMP act inh: -1

What do the screens show for `O=C(CN1C(=O)c2ccccc2C1=O)N1CCOCC1`?
Rpn11 block: inactive; SUMO1-SIM PPI: -8; NadD inh: 3; CendR NRP1 mod: -10; STEP block: 4; SKN-1 block: 12; LMPTP inh: -1.3; DNMT1 block: 0; Scp-1 inhibitor: -14; MT1-MMP act inh: 8

Results for COc1ccc2nc(/C=N/NC(=O)CCNC(=O)OC(C)(C)C)ccc2c1 ?
Rpn11 block: inactive; SUMO1-SIM PPI: -18; NadD inh: -6; CendR NRP1 mod: 0; STEP block: -2; SKN-1 block: -1; LMPTP inh: -0.3; DNMT1 block: 4; Scp-1 inhibitor: -5; MT1-MMP act inh: 2

How did COCC(=O)N[C@@H]1c2ccccc2CC[C@@H]1OCc1ccccc1 do in these assays?
Rpn11 block: inactive; SUMO1-SIM PPI: 1; NadD inh: 1; CendR NRP1 mod: 4; STEP block: -1; SKN-1 block: -20; LMPTP inh: -0.2; DNMT1 block: -2; Scp-1 inhibitor: -4; MT1-MMP act inh: 2

How did Cc1cc2n(n1)C(c1c[nH]c3ccccc13)Nc1ccccc1-2 (configuration not stated) do in these assays?
Rpn11 block: inactive; SUMO1-SIM PPI: 0; NadD inh: 17; CendR NRP1 mod: -10; STEP block: 2; SKN-1 block: 28; LMPTP inh: 3.0; DNMT1 block: -22; Scp-1 inhibitor: -21; MT1-MMP act inh: -33

What do the screens show for `O=C(CCSc1ccccc1)N1CCN(c2ccccc2)CC1`?
Rpn11 block: inactive; SUMO1-SIM PPI: 1; NadD inh: -1; CendR NRP1 mod: 4; STEP block: -3; SKN-1 block: -5; LMPTP inh: -0.1; DNMT1 block: 0; Scp-1 inhibitor: -3; MT1-MMP act inh: 5

3 compounds out of the list, arranged by length of the SMILES, ascending:
Results for COc1ccc2nc(/C=N/NC(=O)CCNC(=O)OC(C)(C)C)ccc2c1 ?
Rpn11 block: inactive; SUMO1-SIM PPI: -18; NadD inh: -6; CendR NRP1 mod: 0; STEP block: -2; SKN-1 block: -1; LMPTP inh: -0.3; DNMT1 block: 4; Scp-1 inhibitor: -5; MT1-MMP act inh: 2

How did Cc1ccc(N2CC(C(=O)N3CCC(c4nc5ccccc5[nH]4)CC3)CC2=O)cc1C (configuration not stated) do in these assays?
Rpn11 block: inactive; SUMO1-SIM PPI: 3; NadD inh: 3; CendR NRP1 mod: -2; STEP block: -2; SKN-1 block: 22; LMPTP inh: 0.2; DNMT1 block: -3; Scp-1 inhibitor: -4; MT1-MMP act inh: 5

How did CC(C)(C)OC(=O)N(CCc1ccccc1)Cc1cccc(OCc2cccc(NC(=O)C3CCC3)c2)c1 do in these assays?
Rpn11 block: inactive; SUMO1-SIM PPI: 3; NadD inh: -4; CendR NRP1 mod: 4; STEP block: 3; SKN-1 block: 1; LMPTP inh: 4.6; DNMT1 block: 4; Scp-1 inhibitor: -12; MT1-MMP act inh: -13

(next part)
Results for CCCn1cnc2scc(-c3ccc(C)cc3)c2c1=O ?
Rpn11 block: inactive; SUMO1-SIM PPI: 5; NadD inh: 2; CendR NRP1 mod: 4; STEP block: 0; SKN-1 block: -8; LMPTP inh: -1.8; DNMT1 block: -4; Scp-1 inhibitor: -5; MT1-MMP act inh: 0

How did O=C(NC(C(=O)N/N=C/c1ccccc1)c1n[nH]c(=O)c2ccccc12)c1ccccc1 (configuration not stated) do in these assays?
Rpn11 block: inactive; SUMO1-SIM PPI: 3; NadD inh: 5; CendR NRP1 mod: 6; STEP block: 2; SKN-1 block: 5; LMPTP inh: -1.4; DNMT1 block: -6; Scp-1 inhibitor: 0; MT1-MMP act inh: 5

How did C=C(C)c1cccc(C(C)(C)NC(=O)N2CCCCC2CC)c1 (configuration not stated) do in these assays?
Rpn11 block: inactive; SUMO1-SIM PPI: 3; NadD inh: 0; CendR NRP1 mod: -6; STEP block: 0; SKN-1 block: 15; LMPTP inh: 0.0; DNMT1 block: -2; Scp-1 inhibitor: 6; MT1-MMP act inh: -5

How did O=C(NC(=S)N1CCN(c2ccccc2)CC1)c1ccc(S(=O)(=O)N2CCOCC2)cc1 do in these assays?
Rpn11 block: inactive; SUMO1-SIM PPI: 1; NadD inh: 2; CendR NRP1 mod: -7; STEP block: -1; SKN-1 block: 4; LMPTP inh: -0.8; DNMT1 block: 0; Scp-1 inhibitor: -7; MT1-MMP act inh: 3

Results for O=C(NC1CCN(C(=O)NCc2ccccc2)CC1)c1ccco1 ?
Rpn11 block: inactive; SUMO1-SIM PPI: 5; NadD inh: -3; CendR NRP1 mod: -4; STEP block: -4; SKN-1 block: 8; LMPTP inh: -0.2; DNMT1 block: 1; Scp-1 inhibitor: -4; MT1-MMP act inh: 2
